# Rab9 prom act: Rab9 promoter activation | 2.8% of 320,000 active | Potency, µM (top dose mostly 9.22 µM), without a hit: at the top dose activation, negative = inhibition, usual class: activators | Huh7 Rab9 promoter-luciferase reporter, luminescence, 24 h | AID 485297; further: potency means the concentration at half of the fitted maximal effect; % of control where 0% means no effect; nearly all actives have a fitted effect of over 60% in size
#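 Huh7 reporter line, Rab9 promoter upstream of luciferase. Compound exposure 24 h at 37 °C in reduced-serum medium with 10% FBS. Read-out: luminescence.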
# FLuc modulator: inhibits or activates purified firefly luciferase, miR-21 counter-screen; Potency, µM (doses to about 57.5 µM), for inactives: at the top dose activity change, negative = inhibition, hits mostly inhibitors; AID 588342; P08659; purified FLuc, Km substrates, luminescence inhibition; 6.9% of 360,000 active;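 further: potency means the concentration at half of the fitted maximal effect; plate controls were vehicle for no effect and reference inhibitor for full effect; nearly all actives have a fitted effect of over 55% in size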
#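 Biochemical qHTS of compounds, final roughly 60 µM downward over six points, against 10 nM purified firefly luciferase using Km concentrations of substrates (10 uM D-luciferin, 10 uM ATP) in Tris acetate pH 7.5 buffer; luminescence output.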
# RORgamma inh: inhibitors of mouse ROR gamma transcriptional activity. Drosophila S2 Gal4-RORgamma UAS-luciferase reporter, 20 h. Potency, µM (series often up to 53.6 µM), for inactives: top-dose activity change, negative = inhibition, hits mostly inhibitors. 5.4% of 310,000 active. AID 2551; further: potency means the concentration at half of the fitted maximal effect; on the % scale 0 is the no-effect control and ±100 the full control effect; nearly all actives have a fitted effect of over 60% in size
#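 Drosophila S2 cells stably expressing Gal4-DBD/mouse RORγ fusion under metallothionein promoter plus UAS-luciferase; compound 1 h, then 700 uM CuSO4 induction for 20 h at ambient temperature; inhibition read as reduced luminescence.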
# p53 reactivation: mutant p53 re-activation in reporter cells. H1299 p53-A138V BP100-luciferase reporter, luminescence, 24 h. Potency, µM (top dose mostly 92.2 µM), without a hit: at the top dose activity change, positive = activation, usual class: activators. 0.063% of 320,000 active. AID 504706; further: potency means the concentration at half of the fitted maximal effect; % of control where 0% means no effect; nearly all actives have a fitted effect of over 45% in size
#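 p53-null H1299 cells stably carrying temperature-sensitive p53-A138V and a BP100-luciferase reporter were pinned with compounds (4-point, 1:5 series) and held 24 hrs at 37 deg C. Luminescence was read 10 min after detection reagent.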
# ELG1 genotoxic: inducers of genotoxicity in HEK293T ELG1-luciferase cells | HEK293T ELG1-luciferase reporter, luminescence, 16 h | Potency, µM (titrated, usually from 46 µM), inactives show top-dose activity change, positive = activation, actives largely listed as activators | 1.3% of 330,000 active | AID 504466; further: potency means the concentration at half of the fitted maximal effect; % of control where 0% means no effect; nearly all actives have a fitted effect of over 60% in size
#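 16 hr compound incubation (37 °C, 5% CO2) of HEK293T cells carrying luciferase-tagged ELG1; luciferase then measured by ONE-Glo luminescence after 30 min at RT.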
# BRCA1 expr act: increases BRCA1 expression; MCF7-BRCA1-FFLuc reporter, luminescence, 48 h; response scale: scaled: vehicle 0%, 10 µM genistein 100%; Potency, µM (highest dose often 46.1 µM), for inactives: top-dose activation, usual class: activators; 1.1% of 380,000 active; further: potency means the concentration at half of the fitted maximal effect; nearly all actives have a fitted effect of over 80% in size; some results filed as inactive show a strong effect at the top dose
#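 Activators of BRCA1 expression were detected as increased firefly luciferase luminescence in engineered MCF7 cells after 48 h compound incubation. Signals were scaled to genistein 10 microM as full activation.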
# NPC1 promoter act: activators of NPC1 promoter; Huh7 NPC1 promoter luciferase reporter, 24 h; Potency, µM (highest dose often 9.22 µM), inactives show top-dose activation, most hits filed as activators; 2.4% of 320,000 active; AID 485313;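 further: potency means the concentration at half of the fitted maximal effect; % of control where 0% means no effect; nearly all actives have a fitted effect of over 60% in size; reporter is driven by a mutant NPC1 promoter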
#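 Compounds in DMSO were transferred onto Huh7 NPC1-luciferase reporter cells pre-incubated 2 h; after 24 h at 37 °C, Amplite reagent was dispensed and luminescence recorded 10 min later.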
# Menin MLL FP TR: displaces Texas Red mutant MLL peptide from human menin; O00255; Menin + Texas Red MLL mutant peptide, fluorescence polarization; Potency, µM (titrated, usually from 61.6 µM), inactives show at the highest dose FP activity change, negative = inhibition, usual class: inhibitors; 0.23% of 270,000 active; AID 1768; active means well fitted inhibition curve with a large enough effect in the polarisation, with a control signal flat, not every such curve was filed as active; inconclusive means small, poorly fitted or top-dose-only effect, or effect the other way, or a change in a side signal; inactive means no such curve, though single readings can be large or run the other way; the % refers to the polarisation; further: potency means the concentration at half of the fitted maximal effect; % of control where 0% means no effect; many of its hits are not listed in these tables
# Target sequence (O00255 whole entry, looked up): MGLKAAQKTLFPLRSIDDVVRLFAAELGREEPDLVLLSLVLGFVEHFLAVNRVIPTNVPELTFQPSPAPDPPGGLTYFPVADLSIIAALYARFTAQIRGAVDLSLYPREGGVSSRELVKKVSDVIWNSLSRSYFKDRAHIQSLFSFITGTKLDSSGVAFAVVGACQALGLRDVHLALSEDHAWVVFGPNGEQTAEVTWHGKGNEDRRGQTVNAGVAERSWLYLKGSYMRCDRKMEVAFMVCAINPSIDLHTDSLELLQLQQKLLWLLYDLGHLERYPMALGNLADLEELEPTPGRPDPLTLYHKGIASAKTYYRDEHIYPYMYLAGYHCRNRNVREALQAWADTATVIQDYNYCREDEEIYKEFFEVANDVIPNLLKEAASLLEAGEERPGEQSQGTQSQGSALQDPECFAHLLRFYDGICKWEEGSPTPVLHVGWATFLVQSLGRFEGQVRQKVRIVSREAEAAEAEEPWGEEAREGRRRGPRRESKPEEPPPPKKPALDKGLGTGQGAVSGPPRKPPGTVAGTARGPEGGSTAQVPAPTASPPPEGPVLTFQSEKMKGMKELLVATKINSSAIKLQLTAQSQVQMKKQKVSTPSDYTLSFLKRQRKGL
# Gal4-VP16 FLuc: inhibits Gal4-VP16 luciferase reporter, ROR gamma counter-screen. Potency, µM (highest dose often 53.6 µM), without a hit: at the highest dose activity, negative = inhibition, actives largely listed as inhibitors. 3.5% of 310,000 active. Drosophila S2 Gal4-VP16 UAS-luciferase, luminescence, 20 h;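 further: Gal4-VP16 expression switched on by copper sulfate through the metallothionein promoter; potency means the concentration at half of the fitted maximal effect; on the % scale 0 is the no-effect control and ±100 the full control effect; nearly all actives have a fitted effect of over 50% in size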
# Giardia killer: Giardia lamblia killing. Giardia lamblia trophozoite viability. 0.15% of 340,000 active. AID 540267. activity change, % at 7.66 µM, hits read low; in the data active means activity change below about -80%; inconclusive means between about -30% and that limit;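 further: parasites exposed to compound for two days anaerobically before the ATP read; on the % scale 0 is the no-effect control and ±100 the full control effect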
#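 Media and compound were dispensed first, then trophozoites at 100 cells/well; plates sat 48 hrs at 37 deg C without oxygen before ATP luminescence reagent was added and read after 15-30 min at room temperature.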
# PKM2 activator: increases activity of human pyruvate kinase M2; P14618; purified PKM2, Kinase-Glo ATP luminescence, activation; response scale: 0% is enzyme alone, no compound; Potency, µM (titrated, usually from 57.5 µM), without a hit: at the top dose activation, actives largely listed as activators; 0.34% of 260,000 active; further: potency means the concentration at half of the fitted maximal effect; on the % scale 0 is the no-effect control and ±100 the full control effect; nearly all actives have a fitted effect of over 55% in size
#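 Kinase-Glo luminescence reports ATP generated from ADP (0.1 mM) and PEP (0.5 mM) by purified hPK-M2 after 1 h at room temperature, pH 7.2 imidazole buffer; intermediate enzyme activity allows detecting inhibitors and activators.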
# * hit, by the source's call; ? = inconclusive; . = no result given; & = joins results of further samples; [ ] = dose if it differs, or a comment. Unless noted, the call rests on the fitted dose curve; in most records, active means well fitted curve in the direction sought with a large enough effect; inconclusive means small, poorly fitted or top-dose-only effect, or another doubt; inactive means no such curve, though single readings can be large; an effect the other way counts as inactive or inconclusive. Some of the compounds tested (hit frequency here may not be typical).
compound	Rab9 prom act	FLuc modulator	RORgamma inh	p53 reactivation	ELG1 genotoxic	BRCA1 expr act	NPC1 promoter act	Menin MLL FP TR	Gal4-VP16 FLuc	Giardia killer	PKM2 activator
CSc1ncccc1C(=O)NCC1CCCCC1	4%	5%	9%	0%	-1%	-4%	-4%	-6%	4%	0	-2%
CCOc1ccc(CCNc2cc(C)nc3ncnn23)cc1OCC	-12%	-1%	?	-4%	-4%	-10%	-4%	-11%	2%	-20	-2%
CCCSc1nnc(Cc2cc(=O)[nH]c(=O)[nH]2)n1-c1cc(C)ccc1C	-2%	-1%	-7%	-8%	0%	-3%	-5%	-8%	-1%	-10	-7%
Cc1cccc2cc(C(c3nnnn3CC3CCCO3)N3CCOCC3)c(=O)[nH]c12 (stereo not drawn)	6%	5%	-1%	-8%	3%	0%	-3%	-1%	-5%	-1	-1%
COc1cc(OC)cc(C(=O)Nc2ccc(N(C)C)c3ccccc23)c1	5%	4%	0%	4%	2%	-32%	-5%	14%	-2%	-14	-5%[11.5 µM]
O=C1CCCc2c1cc(-c1ccccc1)n2-c1ccc(O)cc1	-12%	3%	-17%	-12%	?	-60%	-3%	-1%	2%	67[activator]	-3%
COc1cc(/C=C2\CCC(C3CCCC3)C2=O)cc(OC)c1OC (stereo not drawn)	14%	?	33%	10%	3%	25%	3%	2%	2%	-12	.
Nc1cc(=O)[nH]c(=O)n1-c1ccc(Cl)cc1	-3%	-1%	-1%	2%	0%	8%	-8%	.	1%	9	0%
Cc1cc(C)nc(-n2nc(C)c(Br)c2Nc2ccc(Br)cc2)n1	-2%	0%	?	2%	2%	-41%	8%	0%	0.89µM*	1	1%
Cc1ccc(O)c(CNn2cnnc2)c1	0%	1%	-29%	4%	-1%	17%	4%	11%	-1%	11	4%
CCOC(=O)Cc1c(C)nc2c(C#N)c[nH]n2c1=O	-2%	-3%	4%	0%	-1%	3%	-4%	-4%	-11%	0	-1%
Cn1cc(Br)c(-c2cccc(NC(=O)CCCC(=O)O)c2)n1	0%	-2%	8%	0%	1%	-3%	-4%	.	-2%	10	-2%
CCCCn1c(SCC(=O)N2CCC(C)CC2)nc2cc(S(N)(=O)=O)ccc21	8%	-2%	-14%	15%	4%	2%	15%	-1%	-23%	17	1%
O=C1c2ccccc2C2=Nc3ccccc3SC(c3ccccc3F)C12 (stereo not drawn)	-5%	4%	?	4%	-6%	-68%	0%	?	?	34[activator]	0%
CCCCOC(=O)Nc1nccs1	7%	-15%	-15%	23%	0%	58%	4%	0%	-18%	-4	-8%
Cc1ccc(C)c(S(=O)(=O)NCc2ccc(C(=O)N3CCCCCC3)cc2)c1	-1%	2%	31%	-4%	-4%	-27%	-5%	-6%	-7%	-3	-2%
Cn1ccnc1SCC(=O)c1c[nH]c2ccccc12	3.5µM*	19µM*	13%	-5%	10µM*	71%	4µM*	-16%	-9%	-7	-19%
CCN(C(=O)CSc1nnnn1C)c1c(N)n(Cc2ccccc2)c(=O)[nH]c1=O	-10%	0%	3%	-2%	0%	8%	-9%	-1%	-4%	-2	2%
Cc1ccccc1N(CC(=O)NC(C)(C)C)C(=O)c1ccc(-c2ccccc2)[nH]1	-2%	-1%	-1%	2%	-5%	.	-3%	-3%	-4%	.	0%
CNc1c(NS(=O)(=O)c2cc(OC)ccc2OC)c(=O)oc2ccccc12	-2%	1%	1%	-4%	0%	-5%	-1%	-19%	2%	-12	-6%
COC(=O)c1nnn(CC(=O)NC(=O)Nc2ccc(F)cc2)c1C(=O)OC	0%	-2%&0%	22%	6%	-1%	-18%	-1%	0%	1%	1	-5%
O=C1C2CC=C(Cl)CC2C(=O)N1CCc1c[nH]c2ccccc12 (stereo not drawn)	9%	?	?	-2%	2%	19%	12%	11%	20%	5	-14%
CN(Cc1ccccc1)S(=O)(=O)c1ccc(Cl)nc1	4%	-1%	-1%	-1%	0%	1%	-2%	30%[activator]	5%	-10	5%
Cc1ccc(-c2csc3ncnc(SCC(=O)Nc4nnc(C)s4)c23)cc1	-4%	4%	-44%	5%	3%	-2%	-5%	-24%	-6%	2	6%
Cc1ccc(CNS(=O)(=O)CCNC(=O)c2ccc3c(c2)OCO3)cc1	4%	4%	.	0%	-10%	-1%	3%	.	.	-3	.
c1cnc2nc(-c3ccc4c(c3)OCO4)cn2c1	2.5µM*	9.5µM*	-23%	4%	?	80%	?	11%	-26%	-12	-21%
O=C(OCCN1CCCC1)C1(c2ccccc2)CCCC1	-7%	1%	-14%	-4%	?	-16%	-1%	?	6%	7	-8%
Cc1ccc(N2CCCCn3c2nc2c3c(=O)n(CC(=O)O)c(=O)n2C)cc1	5%	5%	?	1%	2%	-8%	-1%	0%	2%	7	-2%
CCCCCC[N+](C)(C)CCSSCC[N+](C)(C)CCCCCC	11%	-5%	-1%	8%	1%	0%	-5%	.	1%	6	-6%
CCOC(=O)[C@H]1[C@H]2COc3ccccc3[C@@H]2N2C(=O)c3cc(F)ccc3NC(=O)[C@@]12C	-6%	3%	.	-6%	0%	-15%	-2%	.	.	-20	.
O=C(COc1cccc2c1CCNC2=O)Nc1ccc(F)cc1	-1%	0%	.	-3%	5%	-13%	-2%	.	.	4	.
CCOC(=O)c1c(C)c(C(=O)N2CCN(C(=O)c3ccco3)CC2)c(C)n1C	-3%	8%	-3%	-7%	4%	6%	2%	3%	-12%	-3	1%
O=C(Cc1cccs1)Nc1nnc(-c2ccccc2)s1	11%	-11%	4%	4%	16%	?	?	-3%	2%	-2	-1%
CC(CCc1ccccc1)NC(=O)COC(=O)c1cccs1 (stereo not drawn)	6%	2%	19%	3%	3%	8%	-2%	3%	2%	-14	-4%
Cc1cc(/C=N/O)c(C)n1-c1cccc(Cl)c1	-2%	3%	6%	-8%	0%	6%	-4%	-14%	1%	1	0%
CC(C)Oc1ccccc1C1NC(=O)CCC1[N+](=O)[O-] (stereo not drawn)	-9%	-18%	-6%	1%	-6%	6%	0%	1%	1%	6	.
O=C1C=C(NCc2ccc(Cl)cc2)CCC1	-6%	-3%	9%	-9%	4%	-26%	-3%	4%	2%	5	8%
Cc1[nH]c2ccccc2c1C(=O)CSC(=S)N1CCOCC1	?	21µM*	0%	6%	10%	88%	21%	.	4%	4	-6%
Cc1nc(=O)c(-c2ccccc2)c(C)n1-c1ccc(O)cc1	3%	-1%	-14%	3%	3%	1%	-1%	.	1%	-7	0%
NS(=O)(=O)c1ccc(NC(=O)C2Cc3ccccc3C(=O)O2)cc1 (stereo not drawn)	0%	0%	-2%	2%	6%	12%	1%	?	11%	-5	0%
CCN(CC)N=Nc1[nH]nc2nc(C)cc(C)c12	6%	?	1%	31%	7%	16%	22%	18%	12%	-7	6%
COc1cccc(NC(=O)Nc2cccc(C(=O)O)c2)c1	?	0.17µM*	?	-11%	-10%	-81%	?	28%	?	-12	-13%
CCn1nccc1C(=O)Nc1nccs1	-7%	9%	19%	0%	-2%	-10%	-1%	34%[activator]	-1%	-11	-1%
COc1cccc(Nc2nc(Nc3ccc(Cl)c(C(=O)O)c3)nc(C)c2[N+](=O)[O-])c1	1%	1%	.	0%	6%	-24%	-3%	.	.	-18	.
COC(=O)c1c(N2C(=O)[C@H]3[C@@H](C2=O)[C@]2(C(=O)Nc4c(C)cc(C)cc42)N2CCC[C@@H]32)sc(C)c1C	2%	0%	24%	1%	-10%	-34%	-8%	1%	15%	22	9%
Cc1nn(C)cc1NC(=O)Cn1nc(C(F)(F)F)cc1C1CC1	3%	0%	12%	8%	0%	1%	-4%	-29%	-15%	-14	0%
COc1ccc(Nc2ccc(N3C(=O)CCCC3=O)cc2[N+](=O)[O-])c(OC)c1	1%	-24%	-15%	-14%	-1%	-16%	-2%	-29%	2%	-7	-8%
Cc1ccccc1C(=O)N1CCc2cc(-c3csc(NC(=O)CN4CCCC4)n3)ccc21	13%	?	?	1%	-10%	17%	14%	.	-8%	4	.
Nc1cc(Nc2ccccc2)c2nonc2c1[N+](=O)[O-]	6%	1%	-2%	1%	7%	-31%	-3%	13%	-19%	-14	.
CCc1cc(=O)oc2cc(OCC=C(C)C)ccc12	12%	?	22%	-2%	0%	45%	14%	-13%	-3%	-5	23%

# Screening results: PubChem, National Center for Advancing Translational Sciences (NCATS)
